MrgX1 PAM – allosterically activates human MrgX1 receptor signaling; Q96LB2; MrgX1-HEK293, Fluo-4 calcium flux, FDSS; active compounds read high; B-score at 10 µM; 0.63% of 310,000 active;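 active means plate-corrected calcium response at least 3 library SD above typical, normal starting fluorescence, not activating the receptor alone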;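 further: compound read alongside a low EC10 to EC30 dose of BAM8-22 agonist; peak minus trough fluorescence over baseline measured at the second addition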
Target sequence (Q96LB2 whole entry, looked up): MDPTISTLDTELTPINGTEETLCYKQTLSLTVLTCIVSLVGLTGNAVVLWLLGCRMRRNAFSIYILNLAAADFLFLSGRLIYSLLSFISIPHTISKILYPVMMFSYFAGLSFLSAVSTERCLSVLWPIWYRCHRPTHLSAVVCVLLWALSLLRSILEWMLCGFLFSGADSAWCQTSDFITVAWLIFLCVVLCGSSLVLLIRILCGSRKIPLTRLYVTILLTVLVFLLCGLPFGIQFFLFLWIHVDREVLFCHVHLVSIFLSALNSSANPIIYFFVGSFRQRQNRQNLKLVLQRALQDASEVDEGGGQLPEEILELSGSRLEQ
TRPC4 inh – blocks the mouse TRPC4 cation channel. Q9QUQ5. HEK293 TRPC4beta/mu-opioid, DAMGO-evoked Fluo4 calcium flux; active compounds read low. AID 2247. B-score at 10 µM. 0.39% of 300,000 active;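 active means B-score over 3 SD under the library average, no early fluorescence shift, positive overall ratio signal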
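Signal: kinetic Fluo4 fluorescence imaging of calcium influx. Material: stable TRPC4beta/mu-opioid receptor HEK293 cells. Probe or stimulus: DAMGO in two steps, submaximal then maximal.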
AI-2 QS mod – modulators of Vibrio harveyi AI-2 quorum sensing system | 0.4% of 300,000 active | Vibrio harveyi JMH597 AI-2 luminescence/OD600 ratio, 9 h; active compounds read low; strain lacks LuxN and CqsS sensors; 0 = neutral-control median | activity change, % at 7.5 µM; in the data active means activity change below about -75%, passing the limit was not always enough;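 further: luminescence divided by OD600 gain over 9 h not by final OD600 alone; inactives centre near 13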
MrgX1 ag – activates human MrgX1 receptor signaling; Q96LB2; MrgX1-HEK293 cells, Fluo-4 calcium fluorescence, agonist mode; active compounds read high; B-score at 10 µM; 0.44% of 310,000 active; AID 588627;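 active means calcium response B-score plate-corrected fluorescence ratio at least 3 library SD, with starting fluorescence B-score inside 5 SD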
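Test system: HEK293 cells stably expressing human MrgX1 receptor; amount: 15,000 cells per well; doses: compound delivered in addition one of three; times: overnight plating before 1 h dye loading; detection: Fluo-4 NW calcium-flux fluorescence, kinetic read; read-out basis: B-scored fluorescence response ratio; controls: positive and negative controls per plate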
TRPC6 activator – mouse TRPC6 channel activation; HEK293-TRPC6 membrane potential dye fluorescence; active compounds read high; B-score at 10 µM; 0.13% of 310,000 active;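 active means B-score of the integrated fluorescence ratio above library mean plus 3 SD, and starting fluorescence ratio within library mean plus 5 SD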;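 further: higher score means more depolarization so channel activation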
TRPC4 potent – TRPC4 (mouse) allosteric potentiation | 0.42% of 310,000 active | Q9QUQ5 | AID 2227 | B-score at 10 µM | HEK293 TRPC4beta/mu-opioid, DAMGO EC20, Fluo-4 Ca2+ flux; active compounds read high;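 active means B-score of calcium response area above 5 SD of library B-scores, with initial fluorescence ratio within 5 SD of library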;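 further: B-score of integrated fluorescence ratio over time as area under calcium response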
MrgX1 antag – blocks BAM8-22 activation of human MrgX1 receptor. MRGX1-HEK293 calcium flux, Fluo-4, BAM8-22 antagonism; active compounds read low. Q96LB2. 1.3% of 310,000 active. B-score at 10 µM;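 active means calcium-response B-score plate-corrected more than 3 library SD below zero, starting fluorescence within 5 deviations, no agonist response on first addition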;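 further: peak minus trough fluorescence over baseline after final BAM8-22 challenge near maximal dose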
HIF activator – HIF pathway transcriptional activation. activation, % at 7.5 µM (by protocol). AID 1910. 0.32% of 300,000 active. U2OS HRE-luciferase reporter, luminescence; normalized: DMSO 0%, desferrioxamine 100%;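 active means mean activation of at least 10% of the iron chelator positive control signal, with at least half of replicates also reaching 10%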
TRPC4 act – TRPC4 (mouse) channel activation; HEK293 TRPC4beta/mu-opioid, Fluo4 calcium fluorescence; active compounds read high; 0.49% of 310,000 active; B-score at 10 µM;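 active means B-score above 5 SD of library B-scores, and initial fluorescence ratio not above library mean plus 5 SD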;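 further: positive B-score marks a calcium rise read as TRPC4 activation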
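Material: TRPC4beta and mu-opioid receptor HEK293 stable cells | Incubation: 45 min room-temperature Fluo4 loading, 110 s read | Detection: Kinetic Fluo4 calcium fluorescence | Measure: Integrated baseline-normalised fluorescence ratio, converted to per-well B score | Benchmarks: Low control buffer alone, high control maximal DAMGO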
PolyA inh – inhibitors of polyadenylation in S. cerevisiae; S. cerevisiae SKY197-pL101 polyadenylation reporter, beta-gal luminescence; efflux-impaired pdr1/pdr3 knockout yeast; score 100 = 6 SD above DMSO; 0.02% of 300,000 active; calls only at 12 µM;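 active means lowest replicate activity score at least 50, where 100 means six control SD above control mean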;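 further: yeast exposed to compound for 9 h at 30 °C; higher score means more reporter readthrough which indicates perturbed polyadenylation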
TRPC6 inhibitor – blocks the mouse TRPC6 cation channel. AID 2553. HEK293-TRPC6, membrane potential dye, ACh-evoked depolarization; active compounds read low. 1.1% of 310,000 active. B-score at 10 µM. Q61143;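 active means B-score under library mean minus 3 SD, initial fluorescence not abnormally high, positive integrated signal ratio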;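 further: B-score derived from integrated fluorescence ratio over the kinetic read; more negative B-score means stronger inhibition of depolarization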
Starred values were filed as active, the others as inactive; i = inactive; x = no result given. An excerpt, so the mix of outcomes need not match the whole.

SMILES | MrgX1 PAM | TRPC4 inh | AI-2 QS mod | MrgX1 ag | TRPC6 activator | TRPC4 potent | MrgX1 antag | HIF activator | TRPC4 act | PolyA inh | TRPC6 inhibitor
CCOC(=O)N1CCN(C(=O)CN(c2ccccc2OC)S(=O)(=O)c2ccc(OC)cc2)CC1 | i | i | 5 | i | i | i | i | -0.9 | i | i | i
O=S1(=O)CCOCCCN1Cc1cccc(C(F)(F)F)c1 | i | i | 21 | i | i | i | i | -8.8 | i | i | i
COc1cccc(CNC(=O)CCCn2c(=S)[nH]c3cc4c(cc3c2=O)OCO4)c1 | i | i | 11 | i | i | i | i | 29* | i | i | i
COc1ccccc1N1CCN(c2ccc(N3C(=O)CCC3=O)cc2[N+](=O)[O-])CC1 | i | i | 14 | i | i | i | i | 0.0 | i | i | i
O=C(CC(=O)NC1CCCCC1)N/N=C/c1ccccc1Cl | i | i | 20 | i | i | i | i | -0.4 | i | i | i
CCOC(=O)C1CCN(C2CC(=O)N(c3ccc(OCC)cc3)C2=O)CC1 (stereo not drawn) | i | i | 39 | i | i | i | i | -0.6 | i | i | i
Cc1ccc(C(=O)CN(Cc2ccccc2)C2=NCCS2)cc1 | i | i | 27 | i | i | i | i | 0.4 | i | i | i
COCCn1c(C)cc(C(=O)COC(=O)c2ccc(Cl)c(S(N)(=O)=O)c2)c1C | i | i | 27 | i | i | i | i | -0.8 | i | i | i
CCOC(=O)c1cc(C(C)=O)n2ccccc12 | i | i | -10 | i | i | i | i | -0.1 | i | i | i
COCC1CCN(C(=O)C2CCC(=O)N(CC3CCCCC3)C2)CC1 (stereo not drawn) | i | i | 26 | i | i | i | i | 0.0 | i | i | i
O=Cc1cn(Cc2ccccc2)nc1-c1cccnc1 | i | i | 23 | i | i | i | i | -0.1 | i | i | i
Cn1c(SCc2cccc([N+](=O)[O-])c2)nc2c(c1=O)SCC2 | i | i | 26 | i | i | i | i | -1.1 | i | i | i
Cc1onc(-c2ccccc2)c1C(=O)Nc1nc2c(s1)CCCC2 | i | i | 0 | i | i | i | i | 2.9 | i | i | i
O=S(=O)(NCC(c1ccco1)N1CCN(c2ccc(F)cc2)CC1)c1ccc(F)cc1 (stereo not drawn) | i | i | 13 | i | i | i | i | -0.1 | i | i | i
NNC(=O)c1cccc(COc2ccccc2Br)c1 | i | i | 19 | i | i | i | i | 3.2 | i | i | i
O=C(NC1(O)C(=O)c2ccccc2C1=O)c1ccc(C(F)(F)F)cc1 | i | i | x | i | i | i | i | 1.4 | i | i | i
Cc1ccc(SCc2cn3cccnc3n2)cc1 | i | i | 21 | i | i | i | i | 1.6 | i | i | i
COC(=O)c1c(C)noc1-c1ccc(Cl)cc1 | i | i | 5 | i | i | i | i | -0.4 | i | i | i
O=C(COC(=O)C12CC3CC(CC(C3)C1)C2)Nc1nccs1 | i | i | 1 | i | i | i | i | -0.2 | i | i | i
CC(=O)Oc1ccc2c(=O)c(Oc3ccccc3[N+](=O)[O-])coc2c1 | i | i | 22 | i | i | i | i | -0.7 | i | i | i
C=CCSc1nnc(-c2cc(Br)ccc2N)c(=O)[nH]1 | i | i | 26 | i | i | i | i | -0.2 | i | i | i
O=C(NCCCN1CCOCC1)c1ccc(CS(=O)(=O)c2cccc(C(F)(F)F)c2)o1 | i | i | 11 | i | i | i | i | -1.2 | i | x | i
O=C(NCc1ccco1)c1cccc2ccccc12 | i | i | 7 | i | i | i | i | -0.5 | i | i | i
Cc1ccc(C)c(NC(=O)CCN2CCN(c3ccccc3F)CC2)c1 | i | i | 21 | i | i | i | i | 0.4 | i | i | i
CCn1nc(C)c(C2C(C#N)=C(N)OC3=C2C(=O)CC(C)(C)C3)c1C (stereo not drawn) | i | i | -1 | i | i | i | i | x | i | i | i
CC(C)(C)OC(=O)N1CCC(C(=O)N[C@@H](Cc2ccccc2)C(=O)O)(c2ccccc2)CC1 | i | i | 1 | i | i | i | i | 0.0 | i | i | i
CCOC(=O)c1cc(C(=O)c2cc(F)ccc2O)coc1=N | i | i | 46 | i | i | i | i | 0.7 | i | i | i
CCOC(=O)C1=NNC(C(=O)c2ccccc2)C1c1ccc(OC)cc1 (stereo not drawn) | i | i | -11 | i | i | i | i | -0.4 | i | i | i
COc1ccc(/C=N/Nc2ccccc2C(=O)O)cc1Cn1cc([N+](=O)[O-])cn1 | i | i | 42 | i | i | i | i | 0.2 | i | i | i
O=C(Nc1ccc(OCC(=O)N2CCC(Cc3ccccc3)CC2)cc1)c1ccco1 | i | i | 20 | i | i | i | i | 0.0 | i | i | i
CCCCNC(=O)/C(C#N)=c1\s/c(=C\c2ccccc2OC(F)F)c(=O)n1CCCOC | i | i | 13 | i | i | i | i | -0.5 | i | i | i
CCC(C)[C@H](NC(=O)N1CCn2c1nc1ccccc12)C(=O)NCc1ccc(OC)cc1 (stereo partly drawn) | i | i | 0 | i | i | i | i | 0.2 | i | i | i
COc1cc(OC)c(NC(=O)N2CCOCC2)cc1Cl | i | i | 10 | i | i | i | i | -1.1 | i | i | i
O=C(Cn1ccc([N+](=O)[O-])n1)NCC1CCCO1 (stereo not drawn) | i | i | 11 | i | i | i | i | -0.1 | i | i | i
O=C(CSc1ccccc1)NCC1(N2CCCCC2)CCCCC1 | i | i | 3 | i | i | i | i | 0.3 | i | i | i
Cc1cc(C)nc(CCNC(=O)CC2C(=O)NCCN2Cc2ccccc2)n1 (stereo not drawn) | i | i | -7 | i | i | i | i | -0.3 | i | i | i

Rewritten with two lines to a compound: 3 of the compounds above
Values run as follows: MrgX1 PAM, TRPC4 inh, AI-2 QS mod, MrgX1 ag, TRPC6 activator, TRPC4 potent, MrgX1 antag, HIF activator, TRPC4 act, PolyA inh, TRPC6 inhibitor
- CCOC(=O)c1cc(C(=O)c2cc(F)ccc2O)coc1=N
→ i, i, 46, i, i, i, i, 0.7, i, i, i
- CCOC(=O)C1=NNC(C(=O)c2ccccc2)C1c1ccc(OC)cc1 (stereo not drawn)
→ i, i, -11, i, i, i, i, -0.4, i, i, i
- COc1ccc(/C=N/Nc2ccccc2C(=O)O)cc1Cn1cc([N+](=O)[O-])cn1
→ i, i, 42, i, i, i, i, 0.2, i, i, i

Following part:
SMILES | MrgX1 PAM | TRPC4 inh | AI-2 QS mod | MrgX1 ag | TRPC6 activator | TRPC4 potent | MrgX1 antag | HIF activator | TRPC4 act | PolyA inh | TRPC6 inhibitor
O=C1c2ccccc2C(=O)N1CCOCCN1C(=O)c2ccccc2C1=O | i | i | 4 | i | i | i | i | 0.1 | i | i | i
CCN1CCN(S(=O)(=O)c2ccc(Cl)c(C(=O)Nc3nnc(C)s3)c2)CC1 | i | i | 6 | i | i | i | i | -1.1 | 50* | i | i
Cc1c(NC(=O)CNCc2ccc3c(c2)OCO3)c(=O)n(-c2ccccc2)n1C | i | i | 23 | i | i | i | i | -0.2 | i | i | i
O=C(CN1C(=O)CSc2ccccc21)Nc1ccccc1C(=O)N1CCOCC1 | i | i | x | i | i | i | i | -0.5 | i | i | i
C=CCn1c(-c2ccc([N+](=O)[O-])cc2)n[nH]c1=S | i | i | 51 | i | i | i | i | -0.4 | i | i | i
CC1CC1C(=O)OCC(=O)Nc1ccccc1Oc1ccccc1 (stereo not drawn) | 12* | i | 10 | i | i | i | i | -0.2 | i | i | i
COC1=C(Nc2ccccc2OC)C(=O)c2ccccc2C1=O | i | i | 7 | i | i | i | i | -0.6 | i | i | -5.8*
N#CC1(NC(=O)COC(=O)c2nc(Cl)ccc2Cl)CCCCC1 | i | i | 13 | i | i | i | i | 0.0 | i | i | i
CC1CCCCC1NC(=O)CSc1nnc(CC(=O)Nc2ccccc2F)n1C (stereo not drawn) | i | i | 23 | i | i | i | i | 0.8 | i | i | i
CC(C)CN1C(=O)C(=O)N(CC(=O)c2ccc[nH]2)C1=O | i | i | 12 | i | i | i | i | 0.5 | i | i | i
CN(CCCNC(=O)Cn1c(=O)c2cccn2c2ccccc21)Cc1ccccc1 | i | i | 16 | i | i | i | i | -0.3 | i | i | i
Cc1nn(CC(=O)NCCCN2CCCC2)c(=O)c2nn(-c3ccccc3)c(C)c12 | i | i | 20 | i | i | i | i | -1.0 | i | i | i
Nc1ccc(-n2cnc3cc([N+](=O)[O-])ccc32)cc1 | i | i | 8 | i | i | i | i | 1.2 | i | i | i
O=C(CCCCCCCCC(=O)N/N=C/c1ccco1)N/N=C/c1ccco1 | i | i | 17 | i | i | i | -5.7* | -0.5 | i | i | i
O=C(NCCc1nc2ccccc2[nH]1)c1ccc(Cl)c([N+](=O)[O-])c1 | i | i | 10 | i | i | i | i | -0.3 | i | i | i
O=c1[nH]ncn1-c1cccc(C(F)(F)F)c1 | i | i | -2 | i | i | i | i | 0.1 | i | i | i
CC(=O)Nc1ccc(NC(=O)C(C)OC(=O)c2ccc(OCc3c(C)noc3C)cc2)cc1 (stereo not drawn) | i | i | 12 | i | i | i | i | -0.9 | i | i | i
NCCCNC(=O)c1cc2ccccc2[nH]1 | i | i | 4 | i | i | i | i | 0.3 | 106* | i | i
CSc1nncc(=O)[nH]1 | i | i | 15 | i | i | i | i | x | i | i | i
Cc1cc(C)n(Cc2ccc(C(=O)O)cc2)n1 | i | i | 13 | i | i | i | i | 0.3 | i | i | i
Cc1nc(N)c(Cc2ccc(Cl)cc2Cl)c(N)n1 | i | i | 43 | i | i | i | i | 0.2 | i | i | i
CCCCNCCCOc1cccc(Cl)c1Cl | i | i | 10 | i | i | i | i | -0.3 | i | i | i
Cc1ccc(-c2nnc(SCC(=O)Nc3cccc(C(=O)N4CCOCC4)c3)n2C)cc1 | i | i | 16 | i | i | i | i | 0.3 | i | i | i
COc1cc([N+](=O)[O-])ccc1NC(=O)Nc1cnccn1 | i | i | 14 | i | i | i | i | -0.2 | i | i | -5.5*
CCOc1ccc(Oc2ccc(Cl)cc2NC(=O)C2=COCCO2)cc1 | i | i | 7 | i | i | i | i | -0.3 | i | i | i
O=[N+]([O-])c1ccc(S(=O)(=O)Nc2ccc(-c3ccc(N4CCCC4)nn3)cc2)cc1 | 6.7* | i | 22 | i | i | i | i | 0.9 | i | i | i
CCOc1ccc(S(=O)(=O)N/N=C(\C)c2ccc(OC)cc2OC)cc1 | i | i | 24 | i | i | i | i | 0.1 | i | i | i
CCc1nc(C)ccc1OCC(=O)NCCCN(C)C | i | i | 4 | i | i | i | i | -0.3 | i | x | i

Screening data deposited in PubChem BioAssay by several laboratories.
